p53ts 39C kill = kills p53ts cells at the nonpermissive temperature | H1299-p53A138V viability at 39C, ATP luminescence, 24 h | Potency, µM (series often up to 46.1 µM), for inactives: top-dose activity change, negative = cell killing, actives largely listed as cytotoxic | actives 1.5% (n = 130,000) | AID 902; further: nearly all actives have a fitted effect of over 55% in size
p53ts 32C kill = p53ts cell cytotoxicity, permissive temperature; H1299-p53A138V at 32C, ATP luminescence viability, 24 h; Potency, µM (highest dose often 46.1 µM), for the others: at the top dose activity change, negative = cytotoxicity, hits mostly cytotoxic; actives 0.93% (n = 130,000); AID 924;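 further: 0% = DMSO and -100% = full killing by reference compound; nearly all actives have a fitted effect of over 55% in size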
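Cells: H1299 p53ts (A138V), 600/well, pre-incubated 16–30 h at 37C. Cpd up to 46 uM, 24 h, 32C. Readout: ATPlite luminescence, 20 min RT. Normalization: DMSO vs tamoxifen 100 uM. AC50 by Hill equation.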
IkB sig inh = inhibitors of IkB signaling in ABC-DLBCL cells | ABC-DLBCL IkBa-CBG/CBR dual luciferase ratio, 4 h; response scale: scaled: untreated 0%, proteasome inhibitor 100% | Potency, µM (doses to about 57.1 µM), without a hit: at the top dose IkBa stabilization activation | actives 0.04% (n = 110,000) | AID 445; active means well fitted curve in the direction sought with a large enough effect in the signal ratio, not every such curve was filed as active; inconclusive means small, poorly fitted or top-dose-only effect, or a change in a side signal; the % refers to the signal ratio;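 further: the direction sought is a rising ratio; 0% = basal untreated cells and 100% = reference inhibitor full response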
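In this assay, an IκBα–CBG68 fusion accumulates when IKK-driven degradation is blocked; native CBR normalizes for cell number. OCI-Ly3 cells were treated 4 h with compound and doxycycline, then green and red light read after Chroma-Glo addition.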
Imprint erasure = inducers of genomic imprint erasure in mouse ES cells; AID 1948; Potency, µM (series often up to 60.7 µM), without a hit: at the top dose activity change, positive = activation, hits mostly activators; actives 0.02% (n = 110,000); mouse ES Peg3-LacZ reporter, beta-gal luminescence, 40 h;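 further: 0% = negative control wells on the plate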
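Gelatin-coated wells received 300 freshly trypsinized female ES cells with a Peg3LacZ-Neo reporter on the maternal allele, then incubated 40 hours at 37C. BetaGlo was added for 5 minutes at room temperature before a single luminescence read.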
Numbers without * were called inactive; ? = inconclusive; · = not tested or not shown; [ ] = another dose, or the depositor's remark. Unless noted, the call rests on the fitted dose curve; in most records, active means well fitted curve in the direction sought with a large enough effect; inconclusive means small, poorly fitted or top-dose-only effect, or another doubt; inactive means no such curve, though single readings can be large; an effect the other way counts as inactive or inconclusive. Unless noted, on the % scale 0 is the no-effect control and ±100 the full control effect; potency means the concentration at half of the fitted maximal effect.

Start of the listing, in advance (6 entries):
SMILES	p53ts 39C kill	p53ts 32C kill	IkB sig inh	Imprint erasure
Cc1ccc(S(=O)(=O)NCC(=O)OCC(=O)Nc2ncc(Cl)cc2Cl)cc1	-12%	-2%	0.6%	0%
Cc1ccccc1CN1C(=O)c2ccccc2S(=O)(=O)c2ccc(C(=O)OCC3CCCO3)cc21 (stereo unspecified)	-2%	11%	-3.6%	-9%[10.9 µM]
O=C(c1ccccc1)N1CCN(C(=O)N2CCCCC2)CC1	-5%	-6%	0.3%	0%
Cc1cccc(N2C(=O)CCSC23C(=O)N(Cc2ccc(F)cc2)c2ccccc23)c1 (stereo unspecified)	-19%	8%	?	-11%[10.9 µM]
Cc1ccccc1CNC(=O)c1ccc2nc(SCc3ccc(F)cc3)n(C)c2c1	?	4%	2.4%	-16%[10.9 µM]
c1ccc2c(c1)CC1(CCCC1)n1nnnc1-2	10%	-1%	-0.4%	3%

The list itself, from the start:
SMILES	p53ts 39C kill	p53ts 32C kill	IkB sig inh	Imprint erasure
Cc1ccc(S(=O)(=O)NCC(=O)OCC(=O)Nc2ncc(Cl)cc2Cl)cc1	-12%	-2%	0.6%	0%
Cc1ccccc1CN1C(=O)c2ccccc2S(=O)(=O)c2ccc(C(=O)OCC3CCCO3)cc21 (stereo unspecified)	-2%	11%	-3.6%	-9%[10.9 µM]
O=C(c1ccccc1)N1CCN(C(=O)N2CCCCC2)CC1	-5%	-6%	0.3%	0%
Cc1cccc(N2C(=O)CCSC23C(=O)N(Cc2ccc(F)cc2)c2ccccc23)c1 (stereo unspecified)	-19%	8%	?	-11%[10.9 µM]
Cc1ccccc1CNC(=O)c1ccc2nc(SCc3ccc(F)cc3)n(C)c2c1	?	4%	2.4%	-16%[10.9 µM]
c1ccc2c(c1)CC1(CCCC1)n1nnnc1-2	10%	-1%	-0.4%	3%
CC(=O)c1cccc(NC(=O)c2oc3c(c2C)-c2nn(Cc4ccc(Cl)cc4)cc2CC3)c1	-20%	4%	-0.4%	-11%[10.9 µM]
COc1ccccc1-c1noc(-c2ccncc2)n1	?	?	4.7%	-81%[inhibitor]
O=C(c1ccco1)N1CCN(c2ccc(S(=O)(=O)N3CCCC3)cc2)CC1	-12%	-4%	-0.4%	-11%
Cc1cc(C)n(CC(O)CN2c3ccccc3Sc3ccccc32)n1 (stereo unspecified)	25%	17%	?	-19%
COC(=O)c1nnn(CC(=O)NC(=O)Nc2cccc(C)c2C)c1C(=O)OC	17%	7%	-1.8%	7%[10.9 µM]
Cn1nnnc1SCC(=O)Nc1ccccc1C(=O)NCc1ccccc1	6%	-6%	1.6%	-12%
CCOc1ccc2cc(C#N)c(SCC(=O)N3CCOCC3)nc2c1	-21%	-9%	-2.3%	-13%
CCCn1c(SCC(=O)NCc2ccco2)nc2c1c(=O)n(C)c(=O)n2C	7%	6%	0.5%	-6%
c1nc(NC2CCCC2)c2[nH]cnc2n1	-4%	-4%	11%	-8%
CCOC(=O)c1c(C)oc2nc(C)nc(NCCCN3CCN(c4cc(Cl)ccc4C)CC3)c12	3%	-4%	?	15%[10.9 µM]
Cc1ccc(-n2nc3c(=O)n(C(C)C(=O)NCc4ccco4)nc(C)c3c2C)cc1 (stereo unspecified)	-4%	-8%	0.7%	22%[10.9 µM]
CCOC(=O)c1sc(NC(=O)CSc2nnnn2-c2ccccc2)c(C(=O)OCC)c1C	-6%	6%	1.5%	-13%
CN(CCNS(=O)(=O)c1ccc2c(c1)oc(=O)n2C)Cc1ccccc1	10%	-4%	-0.9%	-13%
CCOC(=O)c1cc2sccc2n1CC(=O)Nc1ccc(OC)c(OC)c1	2%	6%	-1.1%	·

Three compounds from above, ordered by SMILES length, lowest first:
SMILES	p53ts 39C kill	p53ts 32C kill	IkB sig inh	Imprint erasure
Cn1nnnc1SCC(=O)Nc1ccccc1C(=O)NCc1ccccc1	6%	-6%	1.6%	-12%
CCOC(=O)c1cc2sccc2n1CC(=O)Nc1ccc(OC)c(OC)c1	2%	6%	-1.1%	·
COC(=O)c1nnn(CC(=O)NC(=O)Nc2cccc(C)c2C)c1C(=O)OC	17%	7%	-1.8%	7%[10.9 µM]

(more compounds)
SMILES	p53ts 39C kill	p53ts 32C kill	IkB sig inh	Imprint erasure
COc1cc(OC)cc(-c2cc3nc(C)c(CCC(=O)NCCc4cccc(C)c4)c(C)n3n2)c1	?	-1%	?	-2%[10.9 µM]
CCCCCn1c(=O)[nH]c2cc(C(=O)NCc3ccc4c(c3)OCO4)ccc2c1=O	-7%	-4%	2.7%	-15%
CCc1ccccc1-n1cnc2cc(C(=O)O)ccc21	-4%	8%	1.6%	?
C=C1c2cc(CC)ccc2NC(=O)N1c1ccc(C)cc1	-4%	0%	-2.5%	6%
O=C(Nc1ncc2c(n1)CC(c1ccccc1)CC2=O)c1ccco1 (stereo unspecified)	4%	-6%	-1.1%	-6%
Cc1oc(-c2ccccc2F)nc1CN1CCC(C(=O)NCCc2ccc(Cl)cc2)CC1	?	-6%	?	-11%[10.9 µM]
Brc1ccccc1-c1ccccc1	4%	9%[1.84 µM]	0.8%	-7%
Cc1cc(N=CC2=C(O)CCCC2=O)no1	-9%	-1%	1.2%	2%
COc1ccc2c(c1)c1nnc(SC)nc1n2C	-3%	-8%	-0.9%	-6%
CCOC(=O)N1CCC(N2C(=O)c3ccccc3C2Nc2cccnc2)CC1 (stereo unspecified)	-2%	0%	-0.6%	-8%
Cc1cccc(NC(=O)C2CCN(c3cnccn3)CC2)c1	-14%	2%	?	1%[10.9 µM]
CCOC(=O)N1CCN(CC(=O)Nc2c(C(=O)OC)[nH]c3cccc(Cl)c23)CC1	24%	8%	-2.4%	-14%
CN=c1oc2ccc(Cl)cc2cc1C(N)=O	-5%	0%	10%	0%
O=C(Cn1c(=O)c2cccn2c2ccccc21)NCCc1ccccc1	3%	6%	?	-5%[10.9 µM]
COc1ccc2cnn(-c3ccccc3)c(=O)c2c1OC	-18%	-9%	1.2%	-7%
Cc1ccc2oc(=O)c3cnn(CC(=O)NCCc4ccsc4)c3c2c1	10%	-1%	-1.1%	-31%[inhibitor]
O=C(/C=C/c1ccc(Br)cc1)NC(=S)NNC(=O)c1ccco1	22%	-8%	·	·
Cc1onc(-c2ccccc2Cl)c1C(=O)Oc1ccc(Cl)cc1Cl	?	-14%	?	-19%[10.9 µM]
Cc1nn(-c2ccccc2)c2c1N(CC(=O)N1CCN(c3cccc(Cl)c3)CC1)C(=O)CS2	-17%	-5%	2.3%	-12%[10.9 µM]
Cc1ccccc1C(=O)Nc1sc2c(c1C(=O)O)CCC(C(C)(C)C)C2 (stereo unspecified)	-15%	12%	?	-6%[10.9 µM]
CCSc1oc(-c2ccccc2)nc1S(=O)(=O)c1ccccc1	5%	14%	-9.4%	-22%
COc1cc(NC(=O)CSc2nnc(Cn3nnc4ccccc43)n2C)cc(OC)c1	8%	-7%	·	·
O=C(NCCc1csc(-c2cccnc2)n1)c1ccco1	10%	-9%	-0.9%	-12%
CCn1c(C2CC(=O)N(c3cc(C)cc(C)c3)C2)nc2ccccc21 (stereo unspecified)	6%	11%	1.9%	-10%
CCOC(=O)c1nc2nc(C)cc(=O)n2[nH]1	1%	5%	-0.4%	-4%
CC(C)(CS)C(=O)N1CCC[C@H]1C(=O)O	9%[20.6 µM]	10%[20.6 µM]	-0.3%[25.6 µM]	7%[16.8 µM]
COc1cnc(NS(=O)(=O)c2ccc(N)cc2)nc1	-13%	-1%	0.4%[25.6 µM]	?
Cc1ccc(C(N)=Nc2ccccc2)cc1	9%[9.22 µM]	2%[9.22 µM]	-0.1%[11.4 µM]	-24%[10.9 µM]
CCn1cc(C2=NCC(C)O2)c2ccccc21 (stereo unspecified)	2%	6%	-4.3%	-17%
CCOc1cc2[nH]c(=O)n(Cc3cccc(OC)c3)c(=O)c2cc1OCC	-7%	3%	-0.3%	-3%
CCCOC(=O)C1=C(C)NC2=C(C(=O)C(C(=O)OC)C(C)C2)C1c1ccc(N(CC)CC)cc1 (stereo unspecified)	17%	30%	3.1%	-18%
Cc1cc(C)c(C#N)c(SCS(=O)Cc2ccccc2)n1 (stereo unspecified)	-1%	-1%	-1.4%	-7%
COc1ccc(OC)c(C2CC(=O)c3c([nH]c(C(=O)OC(C)C)c3C)C2)c1 (stereo unspecified)	0%	19%	?	-27%
O=C(NC1CCCCCC1)C1CCN(S(=O)(=O)c2ccc(F)cc2)CC1	-1%	5%	·	·
COc1cccc(-n2c(-c3cccc(F)c3)nc3c(cnn3-c3ccc(C)cc3)c2=O)c1	35%[activator]	20%	-1.0%	-10%[10.9 µM]
CCCCc1nn2c(=O)cc(COC(=O)c3cccc(NC(=O)c4cccs4)c3)nc2s1	-7%	8%	3.9%	-8%[10.9 µM]
N#CC1=C(N)Oc2cc(O)ccc2C1c1cccs1 (stereo unspecified)	6%	11%	8.8%	·
CCC(CC)C(=O)Nc1ccc(OCc2cc(=O)n3ccc(C)cc3n2)cc1	-1%	7%	0.0%	-7%[10.9 µM]
COc1cccc(Cn2c(CNC(=O)CCc3ccccc3)nc3cccnc32)c1	-5%	-6%	0.6%	10%[10.9 µM]
C=Cc1cccc(C)c1	-7%	?	2.2%	1%

Reprinted at random: four compounds from above, in no set order.
SMILES	p53ts 39C kill	p53ts 32C kill	IkB sig inh	Imprint erasure
O=C(NC1CCCCCC1)C1CCN(S(=O)(=O)c2ccc(F)cc2)CC1	-1%	5%	·	·
CCCOC(=O)C1=C(C)NC2=C(C(=O)C(C(=O)OC)C(C)C2)C1c1ccc(N(CC)CC)cc1 (stereo unspecified)	17%	30%	3.1%	-18%
Cc1ccc(C(N)=Nc2ccccc2)cc1	9%[9.22 µM]	2%[9.22 µM]	-0.1%[11.4 µM]	-24%[10.9 µM]
C=Cc1cccc(C)c1	-7%	?	2.2%	1%

5 compounds from above, arranged by the value under Imprint erasure, descending.
Molecule | Imprint erasure
CCOc1cc2[nH]c(=O)n(Cc3cccc(OC)c3)c(=O)c2cc1OCC | -3%
CCOC(=O)c1nc2nc(C)cc(=O)n2[nH]1 | -4%
Cc1cc(C)c(C#N)c(SCS(=O)Cc2ccccc2)n1 (stereo unspecified) | -7%
O=C(NCCc1csc(-c2cccnc2)n1)c1ccco1 | -12%
CCCOC(=O)C1=C(C)NC2=C(C(=O)C(C(=O)OC)C(C)C2)C1c1ccc(N(CC)CC)cc1 (stereo unspecified) | -18%

(list continues)
SMILES	p53ts 39C kill	p53ts 32C kill	IkB sig inh	Imprint erasure
O=C(COC(=O)c1cccs1)Nc1ccccc1	5%	-5%	-2.1%	-5%
COc1ccc(-c2c(C)oc3c(CN4CCN(CCO)CC4)c(O)ccc3c2=O)cc1OC	12%	1%	2.3%	-11%
COc1cccc(Cn2c(=O)c(-c3cc(F)cc(F)c3)nc3cnc(OC)nc32)c1	-7%	-4%	1.8%[11.4 µM]	·
CCCCCc1c(C)nc(Nc2nc(C)c3cc(OC)ccc3n2)[nH]c1=O	8%	14%	0.4%	-9%
Cc1ccc(P(=O)(O)c2ccc(C)cc2)cc1	6%	-7%	0.1%	3%
Cc1noc(C)c1-c1nc(Nc2ccc(F)cc2)c2ccccc2n1	0%	2%	-1.5%[11.4 µM]	-6%
